Assay outcomes: PubChem BioAssay, several laboratories
hgDAF12 agonist: agonists of H. glycines DAF-12 nuclear receptor; AID 687014; HEK293 GAL4-hgDAF12 UAS-luciferase reporter, agonist luminescence; normalized to butyrate control; hit rate 1.8% among 370,000; activation, % at 6.8 µM;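 active means activation above a cutoff set at the mean of all screened compounds plus 3 SD, cut at about 10% in these data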;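 further: 0% = DMSO wells and 100% = sodium butyrate wells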
GC-A act: GC-A (human) enzyme activation. activation, % at 10 µM. HEK293 GC-A cells, cGMP TR-FRET, EC30 ANP; 0% at EC30 ANP, 100% saturating ANP. P16066. hit rate 0.14% among 370,000. AID 1671463; in the data active means activation above about 40%
GAA850 FXN act: frataxin GAA850 promoter activation; HEK293 lucGAA850 FXN promoter luciferase reporter, 24 h; percent of 10 µM SAHA response; activation, % at 6 µM; hit rate 0.56% among 360,000;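 active means activation above the average of all compounds screened plus 3 SD, cutoff fixed separately per campaign, cut at about 7.5% in these data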;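 further: 0% = DMSO wells and 100% = 10 µM SAHA wells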
DAX1 inh-1: inhibits human nuclear receptor DAX1 | P51843 | HEK293 Gal4-DAX1 luciferase reporter, luminescence | inhibition, % at 6.75 µM | hit rate 0.99% among 340,000 | AID 504766;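 active means inhibition above the mean over all tested compounds plus 3 SD, cut at about 4.2% in these data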;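 further: 0% = DAX1-transfected cells with DMSO and 100% = empty-vector control cells with DMSO; inhibition shows as a rise in luminescence from relieved DAX1 repression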
Target sequence (P51843 207-470 limits assumed): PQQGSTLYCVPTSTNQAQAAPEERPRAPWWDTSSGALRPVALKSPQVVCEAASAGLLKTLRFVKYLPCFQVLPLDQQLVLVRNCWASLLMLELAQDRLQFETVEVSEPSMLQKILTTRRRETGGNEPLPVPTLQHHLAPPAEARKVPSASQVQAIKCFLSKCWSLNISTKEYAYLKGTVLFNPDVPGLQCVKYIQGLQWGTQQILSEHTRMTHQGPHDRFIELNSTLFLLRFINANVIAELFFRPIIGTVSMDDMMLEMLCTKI
ssDAF-12 act: S. stercoralis DAF-12 activation, primary screen | HEK293 ssDAF-12/GRIP1 lit1-tk-luc reporter, luminescence; % of 3 µM dafachronic acid response | activation, % at 6.8 µM | hit rate 1% among 370,000 | AID 652126;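 active means activation above the mean over all tested compounds plus 3 SD, cut at about 0.9% in these data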;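 further: 0% = DMSO-only wells and 100% = 3 µM delta7-dafachronic acid wells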
ADAM17 inh: inhibitors of human ADAM17 | recombinant ADAM17, EDANS/DABCYL FRET peptide cleavage | inhibition, % at 6.95 µM | hit rate 0.83% among 370,000;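 active means inhibition above the mean of compounds lying between control limits plus 3 SD, set per campaign, cut at about 8.5% in these data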;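 further: 0% = DMSO-only wells as the low control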
Target sequence (P78536 215-824 limits assumed): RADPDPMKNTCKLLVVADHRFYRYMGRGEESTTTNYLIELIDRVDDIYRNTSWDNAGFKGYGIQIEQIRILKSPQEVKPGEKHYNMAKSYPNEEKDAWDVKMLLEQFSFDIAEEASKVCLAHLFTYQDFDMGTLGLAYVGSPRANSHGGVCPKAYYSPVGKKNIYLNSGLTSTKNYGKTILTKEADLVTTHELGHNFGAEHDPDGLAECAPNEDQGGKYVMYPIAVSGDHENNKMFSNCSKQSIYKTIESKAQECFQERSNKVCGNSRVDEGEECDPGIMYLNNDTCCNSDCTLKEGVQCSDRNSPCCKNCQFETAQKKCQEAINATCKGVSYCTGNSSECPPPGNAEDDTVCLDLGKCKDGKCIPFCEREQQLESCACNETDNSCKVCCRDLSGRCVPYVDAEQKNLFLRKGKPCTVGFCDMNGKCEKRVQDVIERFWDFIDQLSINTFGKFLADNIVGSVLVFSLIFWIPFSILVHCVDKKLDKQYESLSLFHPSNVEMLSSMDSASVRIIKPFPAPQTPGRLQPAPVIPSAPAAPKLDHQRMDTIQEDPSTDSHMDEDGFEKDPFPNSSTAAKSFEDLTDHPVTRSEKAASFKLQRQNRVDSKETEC
DAX1 inh-2: inhibitors of DAX1 repression of SF-1 activated StAR promoter. HEK293T StAR-luciferase reporter, SF-1/DAX-1 repression relief. inhibition, % at 6.8 µM. hit rate 1.1% among 370,000. AID 652010;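 active means inhibition above the mean over all tested compounds plus 3 SD, cut at about 3.6% in these data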;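 further: 0% = DAX-1 cells with DMSO and 100% = cells lacking DAX-1 with DMSO; higher inhibition means more luminescence from relief of DAX-1 repression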
ADAM10 inh: inhibitors of human ADAM10; O14672; recombinant ADAM10, EDANS/DABCYL FRET peptide cleavage, 3 h; inhibition, % at 7 µM; hit rate 0.62% among 370,000; AID 720582;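 active means inhibition above a per-campaign cutoff equal to the mean of compounds falling between control-based bounds plus 3 SD, cut at about 20% in these data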;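 further: 0% = DMSO wells while the 100% control is not disclosed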
PG9 Ab binder: small molecules binding HIV-1 gp120 antibody PG9. TR-FRET gp120-PG9 antibody binding. inhibition, % at 6.7 µM. hit rate 0.43% among 360,000; in the data active means inhibition above about 8.5%
hcDAF-12 act: H. contortus DAF-12 activation, primary screen; HEK293 hcDAF-12 lit1-tk-luc reporter, luminescence; 0% DMSO, 100% Δ7-dafachronic acid; AID 652067; activation, % at 6.8 µM; hit rate 1.4% among 370,000;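 active means activation above the mean of all tested compounds plus 3 SD, cut at about 5.5% in these data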;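 further: 100% = response to 3 µM Δ7-dafachronic acid high control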
SMARCA2 activ: SMARCA2 function activation, primary screen. MG213 cells, MMTV-luciferase reporter, dexamethasone, overnight. activation, % at 9.1 µM. hit rate 1% among 370,000; in the data active means activation above about 7.8%;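 further: 0% = vehicle wells and 100% = reference activator wells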
An asterisk follows results filed as active; i = inactive; x = not tested or not shown.

Value order: hgDAF12 agonist, GC-A act, GAA850 FXN act, DAX1 inh-1, ssDAF-12 act, ADAM17 inh, DAX1 inh-2, ADAM10 inh, PG9 Ab binder, hcDAF-12 act, SMARCA2 activ
(1) CSc1ccccc1NC(=O)C(C)N1C(=O)c2ccccc2S1(=O)=O (stereo not given)
    -1.3, -2, -0.2, 0.6, -1.1, -4, 0.6, -6, 3.1, -1.6, -1
(2) COc1cc(NC(=O)c2ccc(Cl)cc2)c(OC)cc1NC(=O)CN1CCCCC1
    -1.3, 4, 5.0, x, -0.9, -5, -0.6, 6, 1.4, -1.9, -6
(3) c1ccc2c(c1)Sc1cnccc1N2CC1CO1 (stereo not given)
    -1.5, 1, 0.8, -1.0, -1.1, -4, 0.5, -18, 0.1, 0.7, -3
(4) CS(=O)(=O)N1CCN(c2ccccc2NC(=O)c2cc(Br)ccc2Cl)CC1
    -6.3, -2, 0.9, 3.1, -1.5, 3, -0.1, -11, -1.4, -1.6, -6
(5) COc1ccc(S(=O)(=O)N2CCCCCC2)cc1NC(=O)CC1OC(=O)c2ccccc21 (stereo not given)
    3.1, -1, -0.2, -1.0, -1.2, -1, 0.3, -2, -0.5, -0.5, 0
(6) Cc1ccc(S(=O)(=O)/N=C(\c2ccccc2)N(C)S(=O)(=O)c2ccc(C)cc2)cc1
    -1.7, 3, -2.2, 0.7, -1.4, 0, 0.8, -1, 1.0, -0.6, -3
(7) CC1(C)OC(=O)C(=CNc2cccc(C(=O)O)c2)C(=O)O1
    1.5, 1, 1.2, -0.3, -0.9, -5, -1.0, -21, 7.1, -1.2, 0
(8) O=C1C=C(NCc2ccco2)CCC1
    1.1, 3, 0.8, -0.2, -1.0, -14, -0.5, -36, -0.1, -0.1, 0
(9) COCCNC(=O)C(=O)NCCN1CCOCC1
    -0.3, -1, 1.9, -1.4, -1.0, -2, -0.5, 1, -1.0, -0.3, 0
(10) CCn1nc(C(=O)OCc2cccc(S(=O)(=O)N(C)C)c2)c2ccccc2c1=O
    3.0, 4, 1.8, -2.8, -1.5, -2, -0.9, 1, 0.0, -1.3, 0

Reformatted: results already given
| # | structure | hgDAF12 agonist | GC-A act | GAA850 FXN act | DAX1 inh-1 | ssDAF-12 act | ADAM17 inh | DAX1 inh-2 | ADAM10 inh | PG9 Ab binder | hcDAF-12 act | SMARCA2 activ |
| --- | --- | --- | --- | --- | --- | --- | --- | --- | --- | --- | --- | --- |
| 4 | CS(=O)(=O)N1CCN(c2ccccc2NC(=O)c2cc(Br)ccc2Cl)CC1 | -6.3 | -2 | 0.9 | 3.1 | -1.5 | 3 | -0.1 | -11 | -1.4 | -1.6 | -6 |
| 1 | CSc1ccccc1NC(=O)C(C)N1C(=O)c2ccccc2S1(=O)=O (stereo not given) | -1.3 | -2 | -0.2 | 0.6 | -1.1 | -4 | 0.6 | -6 | 3.1 | -1.6 | -1 |

Next section.
Value order: hgDAF12 agonist, GC-A act, GAA850 FXN act, DAX1 inh-1, ssDAF-12 act, ADAM17 inh, DAX1 inh-2, ADAM10 inh, PG9 Ab binder, hcDAF-12 act, SMARCA2 activ
(11) O=C(Nc1cccc(S(=O)(=O)N2CCOCC2)c1)C12CC3CC(CC(C3)C1)C2
    -0.7, 0, -1.2, 1.2, -0.7, -2, -0.8, -11, -3.2, -1.7, -1
(12) O=S(=O)(Nc1cccc(-c2cn3c(n2)SCC3)c1)c1ccccc1
    -1.7, 0, -0.3, 0.1, -1.0, 1, -0.9, 3, 0.7, -1.8, -1
(13) CCCc1cc(=O)n2nc(N3CCC(C(=O)NCc4ccc(C)o4)CC3)sc2n1
    -1.4, -2, -1.1, -0.4, -1.1, -1, 0.0, -3, -2.7, 1.0, 6
(14) CCN(CC)CCNC(=O)CCc1nnc2ccc(N3CCC(C)CC3)nn12
    2.0, 2, 0.1, 0.4, -1.1, 1, 0.4, 2, -1.6, 2.6, 3
(15) CC(C)(C)OC(=O)n1cc(-c2ccccc2)c2c(-c3ccccc3)c(O)ccc21
    2.3, 3, x, x, -0.9, 4, -0.6, 3, x, 0.2, -4
(16) CN(C(=O)Cc1c(C(=O)O)n(C)c2ccccc12)c1ccc(F)cc1
    -0.9, 3, 0.5, 0.9, -1.2, 1, -0.3, -9, -1.3, 0.2, 0
(17) COc1cccc(C2CC(c3cccs3)=NN2C(=S)Nc2ccccc2)c1OC (stereo not given)
    -0.9, 0, 0.5, -1.4, -1.3, 2, -0.8, 18, -1.0, -1.2, 0
(18) CC1(c2ccccc2Cl)NC(=O)N(CC(=O)NC(=O)NCc2ccco2)C1=O (stereo not given)
    3.5, -1, -1.0, -0.4, -1.0, -2, -0.2, -1, 2.1, -0.2, -5
(19) O=C1CCCN1C(=O)COc1ccc([N+](=O)[O-])cc1
    4.9, 2, -1.7, 0.4, -1.0, -2, 2.0, 0, -2.0, -1.2, 2
(20) COc1ccc(/C=C2/SC(=O)N(CCNC(=O)C3COc4ccccc4O3)C2=O)cc1 (stereo not given)
    1.3, 4, -2.4, -0.5, -1.1, 0, -0.2, -4, -1.6, -0.8, -1
(21) C(=N\Nc1ccccn1)/c1ccc2c(c1)OCCO2
    27*, 0, 4.2, 1.0, 0.6, 1, 5.6*, -5, -3.4, 6.0*, 2
(22) COC(=O)Cc1ccc(NC(C)=O)cc1
    1.7, 2, 1.1, 1.7, -1.0, -6, -0.3, -6, -1.5, -1.9, 2
(23) O=C(/C=C/C=C/c1ccc2c(c1)OCO2)N1CCCCC1
    9.9, 3, 3.2, 5.3*, -0.5, -14, 1.6, -83, 0.5, 4.5, 4
(24) O=C(CSc1nnc(CNC(=O)c2cccs2)o1)Nc1cccc(C(F)(F)F)c1
    -1.3, 0, -0.4, -0.5, -1.2, -1, -0.7, 4, 0.4, -0.3, -3
(25) CCc1nnc(NS(=O)(=O)c2ccc(NC(=O)OC)cc2)s1
    2.2, 4, -0.9, 0.8, 0.0, -3, 0.8, -3, -3.1, 2.0, -1
(26) CCCCN(C(=O)c1ccc(-c2ccc(Cl)cc2)o1)c1c(N)n(CCC)c(=O)[nH]c1=O
    2.4, -5, 1.5, -0.2, -1.1, -15, -0.8, -64, 3.7, 0.6, -2
(27) Cc1[nH]c(=O)c(C#N)c(C)c1[N+](=O)[O-]
    1.7, -4, 0.0, -1.3, -1.3, -3, 0.0, 0, -1.9, -1.2, -4
(28) COc1ccc(CNC(=O)Cn2cccc2C(=O)c2ccccc2)cc1
    6.5, 5, 0.8, 1.2, 0.1, 5, 0.6, -5, 0.7, 1.6, -1
(29) COc1ccc2c(c1)C(SCC(=O)NCCc1ccc(Cl)cc1)CC(C)(C)O2 (stereo not given)
    -3.1, -23, 0.3, 1.5, -1.1, 7, -0.6, 19, 0.1, -2.7, -2
(30) CN(Cc1ccccc1Cl)C(=O)C1CCC(=O)N(C2CCCCCC2)C1 (stereo not given)
    -2.6, 0, 2.1, -0.6, -1.1, 0, -1.4, -1, -3.4, -2.5, 5
(31) FC(F)(F)c1ccc(Cl)c(-n2c(Cc3cccs3)n[nH]c2=S)c1
    -1.7, -5, 3.1, 1.8, -1.0, 1, -0.5, 2, 0.6, -1.0, 2
(32) O=C(Nc1c2c(nn1-c1ccccc1)CS(=O)(=O)C2)c1ccccc1C(F)(F)F
    -1.5, -2, 1.1, 0.9, -1.3, -1, 0.4, 10, -1.9, 1.6, -1
(33) CSc1nnc(-c2cc3c(s2)-c2ccccc2CC3)o1
    11*, -3, 3.9, 3.0, 2.6*, i, 2.7, i, 0.2, 9.8*, 4
(34) C=CCn1c(SCC(=O)NC2CCS(=O)(=O)C2)nc2scc(C3CC3)c2c1=O (stereo not given)
    2.3, -4, 1.6, -0.1, -0.3, 0, 0.0, 2, -2.0, 0.8, 0
(35) COc1ccccc1-n1c(SCC(=O)Nc2ccc(C)cc2)nc(O)cc1=O
    1.6, 3, 0.5, 0.4, -0.1, -1, -0.2, 7, 1.0, -1.9, -4
(36) O=C(CN1C(=O)c2ccccc2C1=O)NC1(C(=O)O)CCCC1
    -7.1, 6, -1.1, 2.2, -2.0, 6, -3.7, 6, -4.1, -3.2, -4
(37) O=C(Cc1cccc(NC(=O)C2CCCN(C(=O)C3CCC3)C2)c1)Nc1cccc(C(=O)N2CCCC2)c1 (stereo not given)
    -0.7, -1, 0.8, -0.2, -1.3, 5, 1.0, 1, 2.0, -0.4, -2
(38) O=C(CSc1nnnn1-c1ccc(O)cc1)c1ccc(F)cc1
    1.3, 3, 0.2, x, -0.8, -3, -0.1, -5, 1.3, 1.1, -2
(39) C=CCc1ccc(OCCCCNC2CCCC2)c(OC)c1
    0.9, 1, 0.1, -0.3, -0.2, -2, 0.7, 1, -1.2, 1.1, -2
(40) COc1ccc(C=C2NC(=S)NC2=O)cc1
    -0.8, -5, 0.1, 2.4, -0.8, -2, -0.6, -15, -11, -0.6, -1
(41) COc1ccc(C(=O)NCC(=O)NCC(c2ccco2)N(C)C)cc1OC (stereo not given)
    0.0, 2, 0.6, -0.4, -0.3, -9, 0.1, -30, -2.1, -0.8, -1
(42) O=C(Nc1ccc(N2CCCC2)cc1)c1ccccc1F
    13*, 0, 5.2, 0.4, 0.1, -4, 4.5*, -6, -3.4, 4.8, 4
(43) CCC1CCCCN1S(=O)(=O)c1ccc(NC(=O)C2CCN(C(=O)c3ccco3)CC2)cc1 (stereo not given)
    -3.5, -1, 1.2, -1.4, -0.7, 3, 0.3, 19, -1.4, -1.9, -2
(44) Cc1cccn2cc(-c3cccc(S(=O)(=O)N4CC(C)OC(C)C4)c3)nc12 (stereo not given)
    -1.3, -1, -0.2, 0.0, -1.6, -1, -3.0, -13, -1.3, -3.5, 1
(45) Cc1ccsc1C(=O)OCC(=O)NCc1cccs1
    7.1, 4, 0.2, 1.3, -0.5, 2, 0.0, -1, 0.7, 2.2, 5
(46) CCOC(=O)c1c(C)sc(Sc2ccc(Cl)cc2[N+](=O)[O-])c1OC
    2.3, -4, 2.4, 0.5, -1.0, -1, -0.6, 14, -2.1, -1.1, 0
(47) Cc1nc2sc(C(=O)NCc3nccs3)c(N)c2c(C)c1Cl
    4.1, 11, x, x, -0.7, -6, 1.2, -26, x, 1.2, 1
(48) CSc1ncccc1C(=O)OCC(=O)c1cccc(Br)c1
    -4.3, -1, 1.7, 0.1, -0.5, 1, 0.0, 19, -1.3, 0.9, -5
(49) O=C1OC(c2ccco2)=N/C1=C\c1ccc(-c2cccc(C(F)(F)F)c2)o1
    -0.9, 0, -0.5, -0.2, -1.7, 7, -0.2, 3, -3.7, 0.2, -5
(50) COc1ccc(-c2cc(=O)oc3cc4occ(C)c4cc23)cc1
    -1.1, -5, 0.1, 2.0, -0.8, -1, 0.4, -1, 0.4, -1.6, -4
(51) CN(CC(=O)NCC(c1ccccc1)N1CCCC1)S(=O)(=O)c1ccc(Cl)cc1 (stereo not given)
    1.2, -4, 0.8, 0.8, -1.2, -4, 0.6, -6, -3.2, -0.5, -1
